BLM helicase inh: inhibitors of human Bloom syndrome helicase BLM | hit rate 0.2% among 350,000 | AID 2528 | P54132 | Potency, µM (series often up to 56.1 µM), for inactives: top-dose activity change, negative = inhibition, actives largely listed as inhibitors | recombinant BLM DNA unwinding, fluorescence dequenching;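 further: plate controls were vehicle for no effect and no enzyme for full effect; nearly all actives have a fitted effect of over 35% in size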
Pol beta inh: blocks human DNA polymerase beta activity; Pol beta primer extension/strand displacement, fluorescence kinetic; Potency, µM (highest dose often 114 µM), inactives show at the top dose activity change, negative = inhibition, most hits filed as inhibitors; hit rate 1.3% among 340,000; further: on the % scale 0 is the no-effect control and ±100 the full control effect
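Curves were derived by four-parameter Hill fits of normalized qHTS data. The kinetic fluorescent primer-extension read was taken at 0 and 10 min after 50 nM substrate, following a 15 min room-temperature preincubation of 10 nM enzyme with compounds.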
Apoferritin bind: binds horse apoferritin like a general anesthetic. apoferritin/1-aminoanthracene competitive binding, fluorescence. Potency, µM (top dose mostly 77.5 µM), inactives show at the highest dose activity change, negative = displacement, usual class: inhibitors. hit rate 0.074% among 350,000. P02791; further: on the % scale 0 is the no-effect control and ±100 the full control effect; nearly all actives have a fitted effect of over 20% in size
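Apoferritin-based anesthetic binding model; compound displacement of fluorescent 1-AMA measured as endpoint fluorescence after 10 minutes at room temperature, scaled to free-ligand and complex controls.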
Pol eta inh: inhibitors of human DNA polymerase eta; Q9Y253; recombinant Pol eta, fluorescent DNA replication assay; Potency, µM (series often up to 114 µM), for the others: top-dose activity change, negative = inhibition, actives largely listed as inhibitors; hit rate 1.2% among 390,000; AID 588591; further: on the % scale 0 is the no-effect control and ±100 the full control effect
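Pol eta at 10 nM preincubated with compounds 15 min at room temperature; reaction started with fluorescent substrate (50 nM final) and read kinetically at 0 and 10 min.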
POLK inh: blocks human DNA polymerase kappa activity; purified Pol kappa, fluorescent DNA synthesis assay, 10 min; hit rate 0.53% among 400,000; Potency, µM (titrated, usually from 107 µM), for the others: at the top dose activity, negative = inhibition, usual class: inhibitors; Q9UBT6; further: on the % scale 0 is the no-effect control and ±100 the full control effect
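50 nM final substrate added after 15 min RT preincubation of 10 nM Pol kappa with compound; fluorescence read at 0 and 10 min.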
POLI inh: inhibitors of human DNA polymerase iota; Q9UNA4; Pol iota fluorescent replication assay, 10 min; Potency, µM (highest dose often 115 µM), without a hit: at the highest dose activity, negative = inhibition, most hits filed as inhibitors; hit rate 1% among 390,000
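Fluorescent replication assay read twice, at 0 min and 10 min after adding 50 nM (final) substrate. Enzyme (10 nM) and compounds were first incubated 15 min at room temperature; enzyme-free buffer wells were negative controls.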
APE1 inh: blocks human APE1 abasic DNA cleavage | P27695 | AID 2517 | hit rate 0.35% among 350,000 | Potency, µM (doses to about 65.8 µM), for the others: at the highest dose activity change, negative = inhibition, usual class: inhibitors | recombinant APE1, TAMRA/BHQ-2 abasic DNA cleavage fluorescence;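 further: plate controls were vehicle for no effect and reference inhibitor for full effect; nearly all actives have a fitted effect of over 55% in size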
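Endonuclease cleavage of a quenched abasic-site DNA duplex (50 nM) by APE1 (0.75 nM) was tracked by TAMRA dequenching. Compounds were preincubated with enzyme 15 min at room temperature; data normalized to buffer-only and DMSO wells plus NSC13755 control.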
G9a block: blocks human histone lysine methyltransferase G9a. hit rate 8.8% among 350,000. G9a H3K9 monomethylation, AlphaScreen, 2 h. Q96KQ7. Potency, µM (titrated, usually from 102 µM), inactives show at the highest dose activity, negative = inhibition, actives largely listed as inhibitors; further: on the % scale 0 is the no-effect control and ±100 the full control effect; nearly all actives have a fitted effect of over 75% in size
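Chemiluminescent proximity detection of H3K9 monomethylation, read after 10 min bead incubation in the dark. Reaction: 20 nM G9a, 500 nM biotin-H3K9 peptide, 20 uM SAM cofactor, 2 h, room temperature, following 15 min enzyme-compound preincubation.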
BAZ2B block: blocks human BAZ2B | Potency, µM (highest dose often 114 µM), without a hit: at the top dose activity change, negative = inhibition, usual class: inhibitors | hit rate 4.4% among 360,000 | AlphaScreen BAZ2B-H3K14Ac peptide displacement | Q9UIF8; further: on the % scale 0 is the no-effect control and ±100 the full control effect; nearly all actives have a fitted effect of over 60% in size
Target sequence (Q9UIF8 whole entry, looked up): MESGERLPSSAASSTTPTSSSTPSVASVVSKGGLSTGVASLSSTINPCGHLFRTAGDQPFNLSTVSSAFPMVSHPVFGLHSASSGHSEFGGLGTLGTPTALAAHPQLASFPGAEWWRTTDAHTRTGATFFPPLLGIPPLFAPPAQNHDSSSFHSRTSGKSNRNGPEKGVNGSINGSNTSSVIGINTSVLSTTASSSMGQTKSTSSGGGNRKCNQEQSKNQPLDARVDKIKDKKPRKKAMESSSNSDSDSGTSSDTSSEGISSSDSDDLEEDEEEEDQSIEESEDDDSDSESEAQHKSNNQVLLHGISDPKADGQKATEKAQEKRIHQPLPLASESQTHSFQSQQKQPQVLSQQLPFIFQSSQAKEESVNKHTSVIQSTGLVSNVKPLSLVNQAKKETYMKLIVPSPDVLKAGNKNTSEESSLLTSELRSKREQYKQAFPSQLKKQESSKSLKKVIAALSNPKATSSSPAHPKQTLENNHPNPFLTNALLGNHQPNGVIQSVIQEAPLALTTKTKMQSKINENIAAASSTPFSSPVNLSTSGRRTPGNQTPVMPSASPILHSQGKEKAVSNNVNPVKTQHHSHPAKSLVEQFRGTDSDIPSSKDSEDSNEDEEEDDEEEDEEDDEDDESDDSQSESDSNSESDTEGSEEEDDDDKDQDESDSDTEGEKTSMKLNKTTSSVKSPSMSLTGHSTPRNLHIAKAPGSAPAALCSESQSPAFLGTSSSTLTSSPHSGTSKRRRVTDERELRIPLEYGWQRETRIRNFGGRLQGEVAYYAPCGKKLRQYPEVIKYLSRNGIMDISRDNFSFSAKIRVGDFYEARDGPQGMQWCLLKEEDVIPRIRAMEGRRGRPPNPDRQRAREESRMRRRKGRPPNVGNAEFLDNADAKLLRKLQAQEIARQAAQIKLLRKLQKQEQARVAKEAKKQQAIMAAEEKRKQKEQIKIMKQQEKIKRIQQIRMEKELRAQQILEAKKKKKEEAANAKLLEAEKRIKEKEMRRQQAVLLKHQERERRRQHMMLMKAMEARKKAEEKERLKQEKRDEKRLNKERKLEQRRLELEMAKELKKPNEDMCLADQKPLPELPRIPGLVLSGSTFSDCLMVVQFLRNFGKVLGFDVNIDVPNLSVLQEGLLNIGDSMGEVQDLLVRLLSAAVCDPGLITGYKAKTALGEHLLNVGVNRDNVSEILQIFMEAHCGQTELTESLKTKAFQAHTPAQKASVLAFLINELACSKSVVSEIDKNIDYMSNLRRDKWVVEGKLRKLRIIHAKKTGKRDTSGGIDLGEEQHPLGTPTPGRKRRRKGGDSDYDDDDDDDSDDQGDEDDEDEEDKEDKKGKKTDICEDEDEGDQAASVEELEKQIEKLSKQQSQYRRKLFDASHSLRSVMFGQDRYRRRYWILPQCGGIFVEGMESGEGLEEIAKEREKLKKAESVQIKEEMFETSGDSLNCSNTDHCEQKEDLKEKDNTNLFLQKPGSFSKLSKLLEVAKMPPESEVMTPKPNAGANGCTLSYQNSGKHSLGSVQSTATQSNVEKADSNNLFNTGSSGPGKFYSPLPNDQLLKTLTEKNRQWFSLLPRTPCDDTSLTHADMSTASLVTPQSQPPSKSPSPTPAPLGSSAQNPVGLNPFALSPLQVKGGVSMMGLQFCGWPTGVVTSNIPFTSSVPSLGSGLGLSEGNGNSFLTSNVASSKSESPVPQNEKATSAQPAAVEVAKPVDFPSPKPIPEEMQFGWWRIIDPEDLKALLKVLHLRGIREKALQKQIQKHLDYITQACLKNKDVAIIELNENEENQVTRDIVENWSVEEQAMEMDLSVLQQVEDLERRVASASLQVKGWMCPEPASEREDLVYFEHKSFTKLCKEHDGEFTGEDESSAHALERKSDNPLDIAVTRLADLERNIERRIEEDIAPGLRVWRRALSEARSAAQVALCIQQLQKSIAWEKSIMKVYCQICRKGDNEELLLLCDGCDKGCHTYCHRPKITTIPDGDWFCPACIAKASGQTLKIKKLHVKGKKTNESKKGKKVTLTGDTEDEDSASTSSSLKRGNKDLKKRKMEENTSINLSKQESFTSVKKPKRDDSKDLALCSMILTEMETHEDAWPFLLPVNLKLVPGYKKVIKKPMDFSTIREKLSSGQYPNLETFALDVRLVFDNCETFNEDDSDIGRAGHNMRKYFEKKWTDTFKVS
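AlphaScreen displacement: compounds (up to 110uM) incubated 30 min at room temperature with a preformed 50 nM BAZ2B/50 nM biotinylated H3K14Ac peptide complex in PBS pH 7.4 with Tween-20. Donor and acceptor beads at 10 ug/mL final added, 20 min light-protected before reading.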
* hit, by the source's call; ? = inconclusive; · = no result given; [ ] = remark or other dose. The call rests on the fitted dose curve; in most records, active means well fitted curve in the direction sought with a large enough effect; inconclusive means small, poorly fitted or top-dose-only effect, or another doubt; inactive means no such curve, though single readings can be large; an effect the other way counts as inactive or inconclusive. Potency means the concentration at half of the fitted maximal effect. Not all compounds are listed (hit frequency here may not be typical).

Every second line gives: BLM helicase inh	Pol beta inh	Apoferritin bind	Pol eta inh	POLK inh	POLI inh	APE1 inh	G9a block	BAZ2B block
(1) CC1CSc2n(-c3cccc(C(F)(F)F)c3)cc(-c3ccccc3)[n+]21 (configuration not stated)
  -3%	-10%	-15%	-12%	2%	71%[activator]	4%	-22%	-18%
(2) Cc1nnsc1C(=O)NNc1ccc(Cl)cc1
  -7%	-17%	5%	-16%	4%	4%	-1%	·	-9%
(3) CCCCOC(=O)Cn1c(=O)c2c(nc(Br)n2Cc2ccccc2)n(C)c1=O
  -4%	17%	-23%	-1%	-10%	7%	0%	-1%	0%
(4) COC(=O)c1ccc(CSc2nc3ccccc3c(=O)n2-c2cccc(OC)c2)o1
  -12%	-15%	-12%	-9%	-8%	?	-8%	?	-3%
(5) O=C(COC(=O)c1ccccc1O)Nc1ccc2ccccc2c1
  ·	·	·	2%	-5%	-6%	44%[activator]	·	·
(6) Cc1nc(N)sc1-c1csc(NCc2ccccc2)n1
  -2%	3%	?	-7%	-18%	0%	-6%	10µM*	32µM*
(7) CC(C)C(NS(=O)(=O)/C=C/c1ccccc1)C(=O)NCc1ccc(F)cc1 (configuration not stated)
  -7%	-2%	6%	9%	-4%	-2%	23%	-11%	0%
(8) Cc1nc2cc(NC(=O)c3ccc(S(=O)(=O)N(C)c4ccccc4)cc3)ccc2o1
  -9%	0%	-16%	-23%	-8%	27%	46%[activator]	10%	-17%
(9) CC(=O)Nc1cccc(NC(=O)c2oc3ccccc3c2C)c1
  1%	0%	-12%	·	·	·	-2%	-47%[59 µM]	-11%
(10) NS(=O)(=O)c1ccc(CCNC(=O)C2CCN(S(=O)(=O)c3cnc[nH]3)CC2)cc1
  1%	0%	2%	-3%	-13%	-18%	-3%	-27%[12.7 µM]	14%
(11) CN1CCN(CCc2nc3cc(NC(=O)COc4ccc([N+](=O)[O-])cc4)ccc3n2C)CC1
  -9%	84%	-2%	-13%	5%	-2%	12%	10%	-7%[57.1 µM]
(12) COc1ccc(/C=N/NC(=O)C[n+]2ccccc2)c(OC)c1OC
  1%	11%	2%	-7%	-1%	3%	-3%	15%[59 µM]	?
(13) COc1ccc(-c2ccc(SCC(=O)NCc3ccco3)nn2)cc1OC
  -16%	8%	-18%	?	?	-37%	-6%	-105%	11%
(14) Cc1nonc1NC(=O)c1oc2ccccc2c1C
  -2%	37%	2%	-11%	8%	2%	-11%	·	-5%
(15) Cc1nn(C)c(C)c1C1C(C#N)=C(N)Oc2n[nH]c(C)c21 (configuration not stated)
  2%	21%	0%	-4%	-4%	-7%	0%	10%[59 µM]	5%
(16) CCNC(=O)NC(=O)C(C)OC(=O)C1CCN(S(=O)(=O)c2ccc(C)c(C)c2)CC1 (configuration not stated)
  -3%	16%	1%	-18%	-2%	5%	-3%	?	-1%
(17) CCOC(=O)C/C(C)=N/NC(=O)CN(c1ccc(Br)cc1)S(=O)(=O)c1ccccc1
  -11%	6%	-5%	-13%	-8%	3%	5%	?	-13%
(18) CC(=O)Nc1cc(C(=O)N2CCc3ccccc3C2)ccc1Sc1ccc(C)cc1
  -18%	?	?	-20%	-19%	-3%	-5%	-15%[59 µM]	-10%
(19) O=C1C(c2ccccc2)C(c2ccccc2)NC(c2ccccc2)C1c1ccccc1 (configuration not stated)
  -5%	31%	-17%	-18%	-7%	22%	-7%	?	-7%
(20) CCN(C(=O)CSc1nnc(C)n2c1cc1occc12)c1ccccc1
  -1%	-23%	-12%	-9%	-17%	-1%	·	-37%[59 µM]	?

Numbers 2 through 13, quoted:
Every second line gives: BLM helicase inh	Pol beta inh	Apoferritin bind	Pol eta inh	POLK inh	POLI inh	APE1 inh	G9a block	BAZ2B block
(2) Cc1nnsc1C(=O)NNc1ccc(Cl)cc1
  -7%	-17%	5%	-16%	4%	4%	-1%	·	-9%
(3) CCCCOC(=O)Cn1c(=O)c2c(nc(Br)n2Cc2ccccc2)n(C)c1=O
  -4%	17%	-23%	-1%	-10%	7%	0%	-1%	0%
(4) COC(=O)c1ccc(CSc2nc3ccccc3c(=O)n2-c2cccc(OC)c2)o1
  -12%	-15%	-12%	-9%	-8%	?	-8%	?	-3%
(5) O=C(COC(=O)c1ccccc1O)Nc1ccc2ccccc2c1
  ·	·	·	2%	-5%	-6%	44%[activator]	·	·
(6) Cc1nc(N)sc1-c1csc(NCc2ccccc2)n1
  -2%	3%	?	-7%	-18%	0%	-6%	10µM*	32µM*
(7) CC(C)C(NS(=O)(=O)/C=C/c1ccccc1)C(=O)NCc1ccc(F)cc1 (configuration not stated)
  -7%	-2%	6%	9%	-4%	-2%	23%	-11%	0%
(8) Cc1nc2cc(NC(=O)c3ccc(S(=O)(=O)N(C)c4ccccc4)cc3)ccc2o1
  -9%	0%	-16%	-23%	-8%	27%	46%[activator]	10%	-17%
(9) CC(=O)Nc1cccc(NC(=O)c2oc3ccccc3c2C)c1
  1%	0%	-12%	·	·	·	-2%	-47%[59 µM]	-11%
(10) NS(=O)(=O)c1ccc(CCNC(=O)C2CCN(S(=O)(=O)c3cnc[nH]3)CC2)cc1
  1%	0%	2%	-3%	-13%	-18%	-3%	-27%[12.7 µM]	14%
(11) CN1CCN(CCc2nc3cc(NC(=O)COc4ccc([N+](=O)[O-])cc4)ccc3n2C)CC1
  -9%	84%	-2%	-13%	5%	-2%	12%	10%	-7%[57.1 µM]
(12) COc1ccc(/C=N/NC(=O)C[n+]2ccccc2)c(OC)c1OC
  1%	11%	2%	-7%	-1%	3%	-3%	15%[59 µM]	?
(13) COc1ccc(-c2ccc(SCC(=O)NCc3ccco3)nn2)cc1OC
  -16%	8%	-18%	?	?	-37%	-6%	-105%	11%

The results go on.
Every second line gives: BLM helicase inh	Pol beta inh	Apoferritin bind	Pol eta inh	POLK inh	POLI inh	APE1 inh	G9a block	BAZ2B block
(21) COc1ccc(C(=O)Nc2ccccc2-c2nnn(CC(=O)NCc3ccco3)n2)cc1
  -4%	-7%	-6%	-5%	-7%	-4%	-8%	17%[59 µM]	23%
(22) CCOC(=O)c1c(=O)n(O)c2ccc(C)cc2[n+]1[O-]
  -2%	25%	-8%	5%	-22%	-12%	?	50µM*	?
(23) O=C(COC(=O)COc1ccc(Br)cc1)NCc1ccc2c(c1)OCO2
  ·	·	·	-14%	6%	-22%	-9%	·	·
(24) O=C(CCCc1c[nH]c2ccccc12)N1CCN(c2ccc(N3CCOCC3)nn2)CC1
  -7%	4%	8%	-5%	-11%	?	8%	?	-7%
(25) Cc1ccc(C)c(CSc2nnc(C)n3c2cc2sccc23)c1
  -13%	0%	4%	-13%	-6%	?	·	-8%[59 µM]	-14%
(26) O=C(CCCn1c(SCc2cccc([N+](=O)[O-])c2)nc2ccccc2c1=O)NCC1CCCO1 (configuration not stated)
  -3%	-17%	-24%	-22%	-10%	42%[activator]	-1%	2%[59 µM]	-20%
(27) CCN(CC(=O)NCc1ccc(Cl)cc1)C(=O)/C=C/c1ccccc1
  -1%	31%	0%	-2%	2%	10%	2%	-8%	2%
(28) O=C(CSCC(=O)Nc1ccccc1)N/N=C/c1c(O)ccc2ccccc12
  -16%	7%	?	-17%	-14%	15%	7%	1.6µM*	-2%
(29) O=C(c1cccc(C(=O)N2CCc3ccccc32)n1)N1CCc2ccccc21
  -5%	-7%	?	-8%	-9%	13%	?	?	-27%
(30) Cc1ccc(S(=O)(=O)N2CCCC2C(=O)Nc2nccs2)cc1 (configuration not stated)
  1%	5%	-10%	1%	-5%	16%	-8%	1%[59 µM]	?
(31) Cc1cccc(COc2ccc(S(=O)(=O)N3CCOCC3)cc2[N+](=O)[O-])c1
  ·	·	·	-1%	-5%	17%	14%	?	-11%
(32) S=C(N/N=C/c1cccs1)NC1CC2CCC1C2 (configuration not stated)
  -12%	8%	-9%	?	-9%	39%[activator]	-4%	?	?
(33) C=CCOc1ccc(/C=C/C(=O)OCC(=O)Nc2c(C)n(C)n(-c3ccccc3)c2=O)cc1
  ·	·	·	-13%	8%	15%	4%	1%[12.7 µM]	-1%
(34) O=C(O)CCCNC(=O)c1cncc(Br)c1
  1%	11%	-5%	-13%	1%	-10%	2%	-26%	4%
(35) CC(=O)N1CCc2cc(Br)cc(S(=O)(=O)N3CCN(c4cccc(C(F)(F)F)c4)CC3)c21
  1%	-1%	-18%	-6%	8%	16%	·	-18%[59 µM]	1%
(36) O=C(CCNC(=O)N1CC(=O)Nc2ccccc21)Nc1ccc(F)c(Cl)c1
  0%	46%	-8%	-17%	3%	-7%	17%	25%	-1%
(37) COc1ccccc1N1CCN(C(=O)C(NS(=O)(=O)c2cccs2)c2ccccc2)CC1 (configuration not stated)
  -6%	44%	-11%	-17%	-10%	-15%	1%	16%[0.0925 µM]	-7%
(38) Cc1noc(NS(=O)(=O)c2ccc(NC(=O)CCN3C(=O)c4ccccc4C3=O)cc2)c1C
  -1%	5%	-5%	-10%	-5%	15%	-1%	-4%	-14%
(39) COc1cccc(CNC(=O)CCCC(=O)NC(C)CCc2ccccc2)c1 (configuration not stated)
  2%	3%	-5%	-5%	9%	-10%	8%	·	32%[activator]
(40) CCOC(=O)C1=C(C)NC2=C(C(=O)c3ccccc32)C1c1cccc2ccccc12 (configuration not stated)
  -13%	4%	-12%	-15%	-11%	93%[activator]	-2%	-36%[12.7 µM]	35µM*
(41) CCn1cc(C(=O)Nc2cc(C)ccc2C)c(=O)c2ccc(C)nc21
  -2%	-17%	-3%	·	·	·	0%	19%	-19%
(42) Clc1ccc(C2=NN=C3COc4ccccc4N3C2)cc1
  -2%	-2%	-5%	?	-9%	-1%	-7%	14%[59 µM]	-7%
(43) Cc1csc(NC(=O)CCC(=O)N(CC(=O)NC2CCCC2)Cc2ccco2)n1
  -2%	17%	-19%	3%	-13%	18%	-1%	-12%[59 µM]	0%

Assay outcomes as filed in PubChem BioAssay.
